Bioassay records (PubChem BioAssay)
MT stabilizer = microtubule stabilizers in HeLa cells; HeLa tubulin immunostaining HCS, 24 h; share of cells brighter than vehicle mean+2SD; % tubulin-high responders, % at 10 µM; 200,000 compounds, 0.83% hits;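 active = plate Z-score above 3 for both tubulin-high and condensed-nucleus cell shares, with cell loss under 80%, at 10 µM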;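 note: anti alpha tubulin signal scored within the nucleus-defined area of each cell; some results filed as inactive read as strong as hits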
Lipid droplet = hepatic lipid droplet formation modulation | AML12 mouse hepatocytes, oleate lipid droplets, BODIPY imaging | 240,000 compounds, 0.4% hits | inhibition, % at 6.5 µM | AID 1656;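 active = lipid droplet intensity inhibited by at least 50%, with more than 500 cells counted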
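Material – AML12 mouse liver cells · Also added – oleate loading, 100 µM · Compound dosing – 6.5 µM single-point dosing · Times – overnight treatment with compound plus oleate · Measured by – fluorescence imaging, 20x objective, two fields per well · Read-out – percent inhibition of filter-corrected integrated lipid droplet intensity per well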
human PMI inhibitors = MPI inhibition at elevated mannose 6-phosphate – biochemical, fluorescence intensity, high mannose 6-phosphate, primary screen (AID 1220); recombinant PMI enzyme, coupled fluorescence intensity; higher % means a stronger effect; inhibition, % at 20 µM; hits with a dose series show IC50 in µM; 190,000 compounds, 0.66% hits
T cell HTS = T cell immune modulators affecting CD8 T cell-vesicle binding; 2C CD8+ T cell-vesicle binding, flow cytometry; active compounds read low; calls only at 7 µM; 330,000 compounds, 0.068% hits; AID 2052;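 active = response, share of CD8 T cells binding vesicles, and their 90th percentile fluorescence all below set limits, cut at about 80% in these data, passing the limit was not always enough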
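Assay system – 2C mouse CD8+ T cells · Also added – QL9-loaded Drosophila micro-vesicles · Timing – Cell–vesicle co-incubation 1.5 h at 37 °C, staining 20 min on ice · Signal – flow cytometry of vesicle-bound cells · Measure – percent CD8+ FL2 mean versus row control · Controls – Peptide-free naked vesicles (low) and QL9 vesicles with 0.7% DMSO vehicle (high)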
bCat nuc transl = modulators of beta-catenin nuclear translocation; HeLa beta-catenin nuclear translocation, immunofluorescence imaging; nuclear translocation activity, % at 5 µM; 190,000 compounds, 0.3% hits;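 active = nuclear translocation activity above 50% at 5 µM, with a well cell count of 50 or more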;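 note: per-cell ratio of nuclear to cytoplasmic median beta-catenin stain intensity; plate controls were DMSO negative control for no effect and GSK-3 inhibitor IX positive control for full effect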
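System: Human HeLa cells, endogenous beta-catenin | Compound dosing: 5 µM primary, 0.02–20 µM confirmation | Timing: 24 h compound exposure at 37°C, 5% CO2 | Measured by: Fluorescence imaging of beta-catenin antibody stain plus DAPI | Read-out basis: % activation of per-cell nuclear versus cytoplasmic median beta-catenin signal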
Insulin prom up = MIN6 insulin promoter up-regulation. MIN6 insulin promoter-GFP reporter, high-content imaging; active compounds read high. z-score at 5 µM. 190,000 compounds, 0.3% hits. AID 1625;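 active = z-score above 3 at 5 µM with at least 500 cells counted in the well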
TNAP activation fold = stimulation of alkaline phosphatase TNAP activity – biochemical, luminescent, no phosphate acceptor, uHTS, primary screen (AID 1001). 200,000 compounds, 0.03% hits. purified TNAP, luminescent activation assay, no phosphate acceptor; higher activation fold means a stronger effect. activation fold at 20 µM; hits with a dose series show EC50 in µM; in the data active = activation fold from about 3, or a potency from the dose series; inactive = the rest, 99 in 100 with activation fold below about 1.6; note: many of its hits are not listed in these tables
human PMI inhibition = inhibitors of human PMI, primary screen, biochemical, fluorescence intensity, coupled assay (AID 1209). 190,000 compounds, 0.42% hits. inhibition, % at 20 µM; hits with a dose series show IC50 in µM. purified PMI enzyme, coupled fluorescence intensity; higher % means a stronger effect;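 note: plate controls were DMSO vehicle for no effect and wells lacking substrate for full effect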
Autophagy HCS = modulators of autophagy; calls only at 10 µM (by protocol); MEF GFP-LC3 puncta imaging; test concentration mostly 10 µM; AID 463193; 190,000 compounds, 0.98% hits;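 active = percentage of spot-positive cells more than 3 SD above its plate mean, without a fluorescence outlier flag or 80% toxicity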;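 note: spot-positive cell cutoff set from DMSO-treated cells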
Insulin prom up cell count = further read-out of Insulin prom up, marked with its call; cell count; measured here: cytotoxicity, nuclei count;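 total cells summed across four imaged fields per well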
Lipid droplet cells 6.5 µM = recorded beside Lipid droplet, whose call it bears; cell count; measured here: cell count, cytotoxicity flag;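 cells counted across two imaged fields per well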
bCat nuc transl cell count 5 µM = also measured in bCat nuc transl; calls as there; cell count; measured here: cell count, cytotoxicity flag
T cell HTS vesicle-bound % = further read-out of T cell HTS, marked with its call; double positive events, %; measured here: CD8+ vesicle-bound cell fraction;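 binding gate set so that unloaded-vesicle control wells show 10% double positive cells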
MT stabilizer Hoechst-high % = recorded beside MT stabilizer, whose call it bears; % Hoechst-high responders; measured here: nuclear condensation Hoechst responders;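 share of cells brighter than vehicle mean plus two SD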
MT stabilizer cytotoxicity % = further read-out of MT stabilizer, marked with its call; toxicity, %; measured here: cytotoxicity by cell density;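 0% = mean cell density of plate MIN control wells and 100% = no cells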
Autophagy HCS cell loss 18 h = further read-out of Autophagy HCS, marked with its call; toxicity, %; measured here: cell loss, nuclei count;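 cell loss after 18 h compound exposure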
* marks the source's active call; other numbers are inactive results; i = inactive; / = not tested or not shown. Cut-off read from the data, not from the text of the source, unless noted: active = inhibition above about 50%; inactive = the rest.

SMILES	MT stabilizer	MT stabilizer Hoechst-high %	MT stabilizer cytotoxicity %	Lipid droplet	Lipid droplet cells 6.5 µM	human PMI inhibitors	T cell HTS	T cell HTS vesicle-bound %	bCat nuc transl	bCat nuc transl cell count 5 µM	Insulin prom up	Insulin prom up cell count	TNAP activation fold	human PMI inhibition	Autophagy HCS	Autophagy HCS cell loss 18 h
CS(=O)(=O)N(Cc1ccc(Cl)cc1)c1ccc(C(=O)NCC2CCCO2)cc1 (stereo not given)	2.6	2.6	4.3	-1	729	18%	i	26	0.1	1003	-0.25	1404	1	18%	i	2
Cc1c(O)ccc(/C(Cc2ccc3ccccc3n2)=N\N)c1O	/	/	/	-3	743	/	i	35	18	896	0.79	1331	/	/	/	/
CCSc1nc2[nH]ncc2c(=O)[nH]1	4.0	1.9	1.5	-16	668	1%	i	56	0.9	499	0.25	1240	1.1	-4%	i	-10
COc1ccc([N+](=O)[O-])cc1NC(C)C	4.2	4.0	1.0	13	708	8%	i	43	5.0	513	0.17	1211	1	6%	i	-11
O=C(OCc1nnc(-c2ccc(Cl)cc2)o1)c1ccc(=O)n(Cc2ccccc2)n1	1.5	2.6	25	2	685	8%	i	17	-0.6	1066	/	/	1.1	9%	i	6
Cn1c(=O)c2[nH]c(CN(Cc3ccccc3)Cc3ccccc3)nc2n(C)c1=O	3.3	2.7	6.8	/	/	6%	i	33	-7.3	987	1.1	1334	1.1	7%	i	-14
C#CCOCCOCCOCCNc1nc(N2CCN(C(=O)C([C@@H](C)CC)n3cc(C(N)CC(C)C)nn3)CC2)nc(N2CCN(C(=O)[C@H](CCC(=O)O)n3cc(C(N)Cc4ccc(O)cc4)nn3)CC2)n1 (stereo not given in full)	4.1	1.6	4.7	10	700	-6%	i	38	-1.3	1102	-0.43	1407	1	-10%	i	0
CCOC(=O)c1c(N/N=C/c2cccnc2)n[nH]c1C	/	/	/	2	690	/	i	23	14	960	0.72	1251	/	/	/	/
CCC1CCCCN1c1cc(C)nc2cc(-c3cccc(C)c3)nn12 (stereo not given)	4.4	1.4	4.3	-3	796	12%	i	11	1.0	1093	-0.14	898	1	22%	i	15
O=C(CCS(=O)(=O)c1ccc(Br)cc1)N1CCN(c2ccccc2Cl)CC1	3.2	2.8	6.7	5	770	-2%	i	12	-3.2	1248	-1.6	1047	1.1	3%	i	-27
C=C(C)C(=O)OCCCCCCOc1ccc(C(=O)O)cc1	1.1	1.5	8.9	14	676	-1%	i	27	-1.0	1105	0.08	1906	1.1	-1%	i	25
COc1ccc2cc(C(=O)C3CCCN(C(=O)c4snnc4C)C3)ccc2c1 (stereo not given)	5.0	3.1	5.8	7	702	0%	i	12	0.4	1009	-1.3	1455	1	6%	i	17
O=C(NCc1ccco1)c1ccc(S(=O)(=O)c2cccc(S(=O)(=O)N3CCOCC3)c2)cc1	5.7	0.3	11	9	743	-8%	i	44	/	/	-0.4	1229	1.1	5%	i	3
Cc1ccnc2nc(C(=O)OCCOc3ccc(F)cc3)nn12	2.2	2.9	8.2	1	675	2%	i	40	1.2	1104	1.5	1227	1.1	-6%	i	8
CCCn1c(=O)c(-c2nc3ccccc3[nH]2)c(O)c2ccccc21	2.2	2.1	5.2	8	659	-19%	i	32	-0.1	1072	-1.5	1384	1.3	-17%	i	21
O=S(=O)(/N=C(\[O-])C[n+]1ccccc1)c1ccc(Cl)cc1	/	/	/	1	756	/	i	14	-1.1	1356	0.82	1297	/	/	/	/
COc1ccc(C(=O)OC(C)CN2CCN(C)CC2)cc1OC (stereo not given)	5.6	2.8	9.8	/	/	-4%	i	8	0.1	1374	-0.18	1503	1.1	3%	i	9
COc1ccc(NC(=O)N2CCCC2C(=O)Nc2ccc(C)cc2)cc1 (stereo not given)	1.7	2.1	7.9	/	/	7%	i	11	-1.6	1160	0.53	1073	1.1	1%	i	-6
Cc1c(/C=N/Nc2ccc([N+](=O)[O-])cn2)c2ccccc2n1Cc1ccccc1	/	/	/	-24	597	/	i	21	-0.1	1323	1.4	831	/	/	/	/
CCOc1cc(C)c(Cl)cc1S(=O)(=O)n1ccnc1	2.0	2.3	9.4	7	793	8%	i	12	-0.6	1114	-0.65	1191	1.1	-7%	i	8
O=C(CSc1nnc(-c2ccc(O)cc2)n1Cc1ccco1)c1ccccc1	1.5	2.0	8.5	-28	747	-15%	i	52	/	/	0.22	828	1	-4%	i	-3
CC(=O)Nc1ccc(Sc2ccccc2C(=O)O)c(C(=O)O)c1	/	/	/	-2	724	/	i	32	-0.6	1364	0.57	1330	/	/	/	/
Cc1cc(C(=O)NCC(=O)OCC(=O)N2CCCCCC2)ccc1[N+](=O)[O-]	2.7	2.3	6.3	-15	629	5%	i	53	-1.1	1214	-3.8	886	1.1	5%	i	-3
O=C(Nc1ccccc1C(F)(F)F)N1CCN(C(c2ccccc2)c2ccccc2)CC1	1.9	1.7	7.5	12	794	3%	i	32	/	/	1.4	896	1	6%	i	-8
O=C(CCCC(=O)NCc1ccccc1)NCc1ccccc1	2.5	2.8	4.5	1	551	5%	i	42	0.4	936	0.26	1274	1.2	2%	i	-2

The list continues.
SMILES	MT stabilizer	MT stabilizer Hoechst-high %	MT stabilizer cytotoxicity %	Lipid droplet	Lipid droplet cells 6.5 µM	human PMI inhibitors	T cell HTS	T cell HTS vesicle-bound %	bCat nuc transl	bCat nuc transl cell count 5 µM	Insulin prom up	Insulin prom up cell count	TNAP activation fold	human PMI inhibition	Autophagy HCS	Autophagy HCS cell loss 18 h
COC(=O)C(C(=O)OC)C(C)C(C(=O)OC)C(=O)OC	1.6	2.1	5.6	4	794	1%	i	23	/	/	0.17	953	1.1	3%	i	3
CC(C)CC(NC(N)=O)C(=O)OCC(=O)NC(=O)NC1CCCC1 (stereo not given)	1.9	1.5	8.7	/	/	-2%	i	18	-5.9	1107	0.18	1127	1.1	3%	i	12
CCSc1nnc(NC(=O)c2cc(OC)c(OC)c(OC)c2)s1	3.1	2.4	0.4	-2	680	-10%	i	26	0.3	1049	-0.94	1346	1.1	-23%	i	17
O=C(CSc1ncn[nH]1)Nc1ccc2c(c1)OCCO2	3.2	3.0	0.4	/	/	3%	i	31	/	/	0.41	921	0.9	0%	i	-4
CC(C)=CCN1CCN(Cc2ccc(N3CCNC3=O)cc2)CC1CCO (stereo not given)	1.9	2.5	8.4	0	579	/	i	34	-0.9	1585	/	/	0.9	/	i	11
CCc1nnc(NC(=O)c2ccc(-c3ccccc3Cl)o2)s1	0.9	1.3	4.7	-4	761	1%	i	29	6.8	945	/	/	1.1	2%	i	6
CCOC(=O)N1CCN(S(=O)(=O)c2cc(Cl)ccc2Cl)CC1	3.2	2.8	17	33	706	14%	i	59	-2.1	1160	/	/	1.1	3%	i	13
Cn1c(-c2ccc3ccccc3n2)nc2cnccc21	16	3.1	21	/	/	4%	i	33	12	830	-0.67	1334	1.1	-4%	/	/
O=C(CNCc1cccnc1)Nc1cc(C(F)(F)F)ccc1N1CCOCC1	/	/	/	-6	701	/	i	18	-2.5	1093	0.35	1471	/	/	/	/
CCOC(=O)C1CCN(Cc2cnc(NC(=O)OC)s2)CC1	4.9	3.4	9.8	/	/	2%	i	42	-2.2	997	-0.43	1493	1	-1%	i	-4
O=C(NC1CCCC1)C1CCCN(S(=O)(=O)c2cnc[nH]2)C1 (stereo not given)	6.1	2.0	3.0	/	/	13%	i	42	/	/	0.39	945	1.1	13%	i	15
COc1ccc(CNC(=O)Nc2cccc3ccccc23)cc1	1.7	1.7	9.0	-2	696	5%	i	42	/	/	-0.25	888	1.1	11%	i	34
O=C(Cc1noc2ccccc12)Nc1ccc2ccccc2c1	3.0	1.9	2.5	-14	707	10%	i	45	-2.2	1143	0.61	1176	1.1	4%	i	-7
COc1cc(SC)ccc1C(=O)OCC(=O)NC1CCCC1	1.4	2.4	5.3	0	693	-10%	i	29	-1.8	1068	0.3	1217	1	-4%	i	-7
CN(C)CC(O)CN1C(=O)N(CN2C(=O)N(CC(O)CN(C)C)C(=O)C2(C)C)C(C)(C)C1=O (stereo not given)	2.6	2.6	1.9	3	706	-2%	i	49	-4.1	1121	-0.43	1250	1.1	-4%	i	0
CCOc1ccc(CN(C)CC(=O)Nc2ccc([N+](=O)[O-])cc2Cl)cc1	4.7	2.9	6.1	-25	612	-6%	i	3	-0.4	1083	-0.29	1443	1.2	4%	i	1
CCc1nnc(NC(=O)CN2CCN(C(=O)c3ccccc3)CC2)s1	2.4	2.5	9.9	1	774	-4%	i	57	-2.4	964	0.29	1631	1	-4%	i	2
CCC(C(=O)Nc1cc(C(=O)Nc2cc(C)ccn2)ccc1Cl)c1ccccc1 (stereo not given)	2.8	1.5	1.0	16	729	19%	i	40	0.0	433	-0.54	948	1.1	14%	i	-7
CC1(C)CC(=O)C(C=Nc2ccc(NC3=C(C#N)C(=O)CC(C)(C)C3)cc2)=C(O)C1	4.4	2.1	6.0	3	683	60%*	i	44	-4.3	1127	-0.18	1154	1.1	3%	i	-6

Among those listed so far, 3 contain a COOH group.
SMILES	MT stabilizer	MT stabilizer Hoechst-high %	MT stabilizer cytotoxicity %	Lipid droplet	Lipid droplet cells 6.5 µM	human PMI inhibitors	T cell HTS	T cell HTS vesicle-bound %	bCat nuc transl	bCat nuc transl cell count 5 µM	Insulin prom up	Insulin prom up cell count	TNAP activation fold	human PMI inhibition	Autophagy HCS	Autophagy HCS cell loss 18 h
C#CCOCCOCCOCCNc1nc(N2CCN(C(=O)C([C@@H](C)CC)n3cc(C(N)CC(C)C)nn3)CC2)nc(N2CCN(C(=O)[C@H](CCC(=O)O)n3cc(C(N)Cc4ccc(O)cc4)nn3)CC2)n1 (stereo not given in full)	4.1	1.6	4.7	10	700	-6%	i	38	-1.3	1102	-0.43	1407	1	-10%	i	0
C=C(C)C(=O)OCCCCCCOc1ccc(C(=O)O)cc1	1.1	1.5	8.9	14	676	-1%	i	27	-1.0	1105	0.08	1906	1.1	-1%	i	25
CC(=O)Nc1ccc(Sc2ccccc2C(=O)O)c(C(=O)O)c1	/	/	/	-2	724	/	i	32	-0.6	1364	0.57	1330	/	/	/	/
